From PubChem
CASP6 VEID inh: inhibitors of human caspase-6. P55212. purified caspase-6, Z-VEID-R110 cleavage fluorescence. inhibition, % at 12.5 µM. 350,000 compounds, 0.53% hits;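 active = mean inhibition across replicates at least about 35%, with every replicate also reaching that limit, limit read from the data; inconclusive = only one of the two criteria met; inactive = neither criterion met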;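 also: 0% = median of neutral control wells and 100% = no fluorescence left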
Target sequence (P55212 24-179 limits assumed): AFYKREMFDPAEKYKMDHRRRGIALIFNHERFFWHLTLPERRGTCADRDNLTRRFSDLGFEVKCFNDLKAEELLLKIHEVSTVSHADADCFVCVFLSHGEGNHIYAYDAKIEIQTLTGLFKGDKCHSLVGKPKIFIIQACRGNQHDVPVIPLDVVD
Target sequence (P55212 194-293 limits assumed): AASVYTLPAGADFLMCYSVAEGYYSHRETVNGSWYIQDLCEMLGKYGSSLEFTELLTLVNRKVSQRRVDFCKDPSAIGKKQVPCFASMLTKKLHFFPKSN
RAD52 anneal inh: blocks human RAD52 DNA annealing | P43351 | recombinant RAD52 DNA annealing, FRET fluorescence | inhibition, % at 18.7 µM | 360,000 compounds, 0.46% hits;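 active = every replicate showing at least 50% inhibition; inconclusive = mean inhibition at least 50% but not in every replicate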
Xi reactivation: activators of X-chromosome reactivation in mouse fibroblasts | 360,000 compounds, 0.055% hits | XiGFP mouse fibroblasts, % GFP-positive cells imaging, 3 d; cells co-treated with 5-aza-dC sensitizer; scaled so ellipticine positive control = 100% | activation, % at 7.58 µM;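 active = mean normalized replicate activation at least 10% and every replicate at or above 10%; inconclusive = only one of the two criteria met; inactive = mean below 10% and not all replicates reach 10%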;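 also: 0% = median of on-plate neutral control wells and 100% = ellipticine 6 µM median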
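Material: XiGFP fibroblasts, SV40-immortalized. Buffer or medium: DMEM plus 5-aza-dC sensitizer. Compound: single concentration per compound, delivered by pin transfer. Times: 3 days compound exposure. Controls: ellipticine 6 µM.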
RAD54 inh: RAD54 (human) branch migration inhibition; RAD54 Holliday junction branch migration, FAM/BHQ fluorescence; inhibition, % at 10.4 µM; 360,000 compounds, 0.14% hits;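 active = mean normalized replicate activity at least 40 and at least half of replicates scoring 40 or more; inconclusive = only one of the two criteria met; inactive = mean below 40 and under half of replicates reaching 40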;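 also: 0% = median of neutral control wells and 100% = median of positive control wells; inhibitors cause a drop in the FAM fluorescence signal; in these data hits start at about 50%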
Target sequence (Q92698 whole entry, looked up): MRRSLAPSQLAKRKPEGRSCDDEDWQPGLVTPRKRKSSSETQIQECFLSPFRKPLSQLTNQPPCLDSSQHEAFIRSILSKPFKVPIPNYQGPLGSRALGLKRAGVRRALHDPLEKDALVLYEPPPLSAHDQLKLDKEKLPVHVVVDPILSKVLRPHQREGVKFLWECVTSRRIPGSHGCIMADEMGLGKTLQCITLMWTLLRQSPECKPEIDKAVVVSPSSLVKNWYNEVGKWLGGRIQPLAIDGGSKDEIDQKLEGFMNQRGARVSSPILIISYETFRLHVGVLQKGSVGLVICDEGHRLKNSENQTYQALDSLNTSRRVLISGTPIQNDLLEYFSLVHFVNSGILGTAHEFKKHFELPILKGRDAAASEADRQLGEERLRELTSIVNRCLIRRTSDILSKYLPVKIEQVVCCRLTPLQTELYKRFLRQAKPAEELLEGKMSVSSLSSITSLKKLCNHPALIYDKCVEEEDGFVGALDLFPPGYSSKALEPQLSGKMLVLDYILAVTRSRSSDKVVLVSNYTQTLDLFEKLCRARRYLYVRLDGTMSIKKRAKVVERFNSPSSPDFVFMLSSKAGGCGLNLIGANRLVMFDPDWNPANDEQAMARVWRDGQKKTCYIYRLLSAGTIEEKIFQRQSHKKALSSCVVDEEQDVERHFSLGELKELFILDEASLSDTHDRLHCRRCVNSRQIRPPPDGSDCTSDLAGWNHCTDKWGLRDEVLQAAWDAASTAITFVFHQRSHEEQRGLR
E-sel inducer: E-selectin induction on HUVECs. P16581. HUVEC E-selectin immunofluorescence imaging; normalized: neutral wells 0, TNF-alpha wells 100. activation, % at 7.58 µM. 260,000 compounds, 0.37% hits. AID 686992;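 active = mean E-selectin-positive cell signal at least 10% of the positive control, reached in at least 60% of replicates, without over 20% cell loss; inconclusive = no rule given, readout overlaps actives, possibly toxicity-flagged; inactive = the rest, including those meeting only one limit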;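 also: in these data hits start at about 27%; measured in HUVEC primary endothelial cells; signal is the percent of cells scored E-selectin positive by PE staining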
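Test system: HUVEC | Signal: Immunofluorescence imaging | Read-out: Percent E-selectin-positive cells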
GSIS activator: primary screen for activators of insulin secretion dependent on glucose, INS-1E cells, GLuc reporter luminescence. INS-1E GLuc reporter insulin secretion, 2-3 h. activation, % at 16.6 µM. 370,000 compounds, 0.61% hits;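 active = lowest replicate activation of at least 40%, so every replicate reaches that level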;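 also: 0% = median of neutral control wells and 100% = median of IBMX positive control wells; some compounds called inactive have numbers as strong as hits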
CFTR F508del cor: CFTR F508del correction in bronchial cells; 350,000 compounds, 0.36% hits; AID 720511; CFBE cells, YFP halide quenching; stimulated with forskolin plus potentiator P3; % fluorescence drop versus neutral controls; activity (quench increase), % at 7.58 µM;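 active = mean added fluorescence quench of at least 8% versus neutral control, with both replicates also reaching 8%; inconclusive = only one of the mean or replicate conditions met; inactive = mean below 8% and not both replicates reaching 8%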;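 also: cells transiently co-express mutant CFTR-F508del with the halide-sensitive YFP; corrector assay measuring rescue of mutant channel to the surface after 24 h compound exposure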
DENV2 CPE: inhibitors of DENV2 cytopathic effect; AID 651640; CPE inhibition, % at 9.99 µM; 350,000 compounds, 1.7% hits; DENV2-infected cells, cytopathic effect rescue, plate reader; in the data active = CPE inhibition above about 20%, passing the limit was not always enough; inconclusive = no clear call, values can overlap the other calls; tested in BHK-21 cells;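 also: 0% = median of neutral control wells and 100% = median of positive control wells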
Active calls of the source: *; ? = inconclusive; nt = no result given; + = active, no number; & = joins results of further samples.

SMILES	CASP6 VEID inh	RAD52 anneal inh	Xi reactivation	RAD54 inh	E-sel inducer	GSIS activator	CFTR F508del cor	DENV2 CPE
C[C@@H]1CN([C@@H](C)CO)C(=O)c2cccc(NS(C)(=O)=O)c2O[C@H]1CN(C)Cc1ccc(Oc2ccccc2)cc1	-3&2	5&-2	-0.1&0.3	2&-4	18&0.1	6	0.6&-1.2	-13&1
CN(C(=O)CSc1ncccn1)C1CCS(=O)(=O)C1 (configuration not stated)	4	-4	0.1	-5	nt	19	1.2	?
CNC[C@H]1Oc2ccc(NS(=O)(=O)c3ccc(C)cc3)cc2CC(=O)N([C@@H](C)CO)C[C@H]1C	nt	nt	0.0	nt	?	16	-1.2	nt
CCCN(CC(=O)Nc1ccccc1C)C(=O)C1CC(=O)N(c2ccc(CC)cc2)C1 (configuration not stated)	-2	-5	0.5	-2	0.4	nt	-0.2	9
COc1cc(NC(=O)CCCn2c(=S)[nH]c3ccccc3c2=O)cc(OC)c1OC	-2	-8	0.0	-6	nt	-9	-0.1	-2
CCOc1ccc2nc(SCC(=O)N(CC(C)C)c3c(N)n(Cc4ccccc4)c(=O)[nH]c3=O)[nH]c2c1	-1	-37	0.0	-5	0.0	-9	1.1	-7
O=C(Nc1ccc(C(=O)O)cc1)/C(=C\c1ccc2c(c1)OCO2)NC(=O)c1ccccc1Cl	4	-3	0.0	-9	0.1	-3	4.3	-7
O=C(c1ccccn1)N1CC[C@@H]2[C@@H](CO)Nc3ccc(-c4ccccc4)cc3[C@@H]21	-3	-7	0.0	-4	-0.3	1	0.0	-10
C[C@H]1CN([C@@H](C)CO)C(=O)Cc2cc(NC(=O)NC3CCCCC3)ccc2O[C@H]1CN(C)Cc1ccc(-c2ccccc2)cc1	42*	9	0.2	-3	4.0	-3	-2.6	-25
COC(=O)Nc1ccc(SCC(=O)c2ccc(Cl)cc2)cc1	3	-5	0.2	3	0.0	-1	-1.1	1
C[C@H](CO)N1C[C@H](C)[C@@H](CN(C)Cc2ccc(Cl)c(Cl)c2)Oc2c(NC(=O)Nc3cccc4ccccc34)cccc2C1=O	-2	19	-1.5	nt	nt	-26	-2.5	5
CC(OC(=O)c1ccc(Cl)nc1)C(=O)Nc1ccc(S(=O)(=O)N2CCCC2)cc1 (configuration not stated)	4	-11	0.2	2	-0.1	-9	-0.1	0
C=CCN1C(=O)/C(=c2\sc3nc(=O)c(Cc4ccccc4)nn3c2=O)c2ccccc21	4	-23	-0.1	-12	nt	6	1.8	-3
O=C1O[C@H](c2ccccc2)[C@H](c2ccccc2)N2[C@H]1[C@@H](C(=O)N1CCCCCCC1)[C@]1(C(=O)Nc3ccc(C#CC4(O)CCCCCC4)cc31)[C@H]2c1ccccc1OCCO	-1	16	nt	0	nt	nt	-5.8	0
COc1cccc(CN(C)C(=O)c2cccc(S(=O)(=O)N3CCN(Cc4ccccc4)CC3)c2)c1OC	-232	3	-0.6	5	0.2	-68	-3.7	-3
O=C(c1ccc([N+](=O)[O-])s1)N1CCN(c2ccccc2)CC1	-3	-11	0.0	nt	nt	-1	-1.3	-3
CCC1=NN(C(=O)COc2ccccc2C)C(O)(c2ccncc2)C1 (configuration not stated)	3	-7	0.1	nt	nt	1	2.1	6
O=C(Nc1ccccc1)N1CCCCN2[C@H](CO)[C@H](c3ccc(-c4ccccc4)cc3)[C@@H]2C1	-2	-18	-0.1	-2	-0.3	-22	0.0	-1
CC(=O)Nc1nc2ccccc2n1Cc1ccc(C)cc1	3	-9	0.0	nt	nt	-5	2.2	8
Cc1cc(S(=O)(=O)N2CCCCC2CCNC(=O)C(=O)NCCN2CCOCC2)ccc1F (configuration not stated)	-1	5	0.1	12	-0.2	-18	0.1	5
Cc1cc(C(=O)OCC(=O)Nc2ccccc2C)c(C)o1	4	-3	-0.2	1	nt	1	1.1	?
C=CCN(CC=C)Cc1cc(=O)oc2cc(C)ccc12	1	0	0.0	0	0.0	2	0.8	3
Cc1cc(C)c(NC(=O)CN(C2CCCCC2)C2CCCCC2)c(C)c1	-1	10	nt	-7	nt	7	-0.7	4
COCOCCn1cc(CN2CCS(=O)(=O)N(Cc3ccc(-c4ccc(OC)cc4)cc3)C(C)C2=O)nn1 (configuration not stated)	2	-6	0.0	nt	-1.4	9	1.9	-1
O=C(Nc1ccc(Br)cc1)C1Cc2ccccc2O/C1=N\O (configuration not stated)	0	-18	0.1	7	0.4	-5	-4.2	4
COC(c1ccccc1)c1nnc(CCC(=O)NCCCc2ccccc2)o1 (configuration not stated)	-3	-8	-0.1	2	0.5	-5	0.5	nt
C=CC(=O)NCc1ccc(-c2csnn2)cc1	-3	1	0.2	1	0.0	3	-0.8	-1
O=C(C(=O)N1CCN(c2ccccc2)CC1)c1ccncc1	1	-9	-0.1	nt	0.0	12	-0.8	2
CN1CCC(OC(=O)COc2ccc(Br)cc2)CC1	-8	0	0.0	nt	nt	11	0.3	-6
CC(CCNC(=O)c1ccccc1)(CCNC(=O)c1ccccc1)[N+](=O)[O-]	-1	-9	0.0	nt	0.0	1	-1.2	?
CC(=O)Nc1ccc(Oc2nc(C(F)(F)F)nc3ccccc23)cc1	0	-3	-0.1	-2	0.2	9	-2.1	3
COC(=O)[C@@H]1[C@@H](CO)[C@@H]2Cn3c(ccc(-c4ccccc4F)c3=O)[C@@H]2N1C(=O)CC1CC1	-5	6	0.3	7	-0.2	0	-0.9	7
CO[C@H]1CN(C)C(=O)c2cc(C#N)ccc2OCC[C@@H]2CC[C@@H](OC)[C@H](CN(C)C(=O)[C@@H]1C)O2	1	-9	0.0	2	0.0	14	nt	-2
COc1ccc(Br)c(Cn2c(C)c(C(=O)N(C)Cc3ccc(F)cc3)sc2=O)c1	-1	4	-0.2	-4	nt	-26	0.8	18
Cc1c(NC(=O)CSCc2ccco2)c(=O)n(-c2ccccc2)n1C	2	-8	0.0	-2	nt	3	2.0	?
C[C@@H]1CCCCO[C@H](CN(C)Cc2ccncc2)[C@H](C)CN([C@@H](C)CO)C(=O)c2cc(NC(=O)c3ccccc3)ccc2O1	-2	8	0.3	4	0.9	-7	1.9	-8
CNC(=S)N(Cc1ccc(OC)cc1)C1CC(=O)N(c2ccc(C(=O)OC)cc2)C1=O (configuration not stated)	1	-13	0.0	nt	3.0	-37	-1.2	?
CC(c1ccc(Br)cc1)N1CC23C=CC(O2)C(C(=O)O)C3C1=O (configuration not stated)	2	-7	0.2	4	-0.3	-3	1.6	-15
C[C@@H](O)C#Cc1ccc([C@H]2[C@@H](CO)N3CCCCN(C(=O)c4ccc5c(c4)OCO5)C[C@@H]23)cc1	-1	-7	0.0	1	-0.2	0	-2.5	2
Cc1cc(NC(=O)COC(=O)CSCc2ccc(Cl)c(Cl)c2)no1	1	-9	nt	-1	nt	13	-0.4	-4

Whole records, looked up by structure. Values in the order: CASP6 VEID inh	RAD52 anneal inh	Xi reactivation	RAD54 inh	E-sel inducer	GSIS activator	CFTR F508del cor	DENV2 CPE
`O=C(C(=O)N1CCN(c2ccccc2)CC1)c1ccncc1` reads 1	-9	-0.1	nt	0.0	12	-0.8	2
`CO[C@H]1CN(C)C(=O)c2cc(C#N)ccc2OCC[C@@H]2CC[C@@H](OC)[C@H](CN(C)C(=O)[C@@H]1C)O2` reads 1	-9	0.0	2	0.0	14	nt	-2

(list continues)
SMILES	CASP6 VEID inh	RAD52 anneal inh	Xi reactivation	RAD54 inh	E-sel inducer	GSIS activator	CFTR F508del cor	DENV2 CPE
Cc1cc(C)c(S(=O)(=O)c2cccc(Br)c2C)c(Cl)n1	0	-8	-0.1	-2	0.0	-26	-0.2	-5
C[C@@H]1CN([C@H](C)CO)C(=O)c2cccc(NC(=O)Nc3ccc(F)cc3)c2O[C@@H]1CN(C)C(=O)NC1CCCCC1	3	4	-0.1	-2	-8.1	-8	1.5	4
CCC(=O)N1C[C@H](C)[C@H](OC)CN(C)C(=O)c2cc(NC(=O)c3cnccn3)ccc2OC[C@@H]1C	nt	nt	0.2	nt	-0.2	-1	-0.1	nt
Cc1noc(C)c1NC(=O)N(C)C[C@H]1OCCCC[C@@H](C)Oc2ccc(NC(=O)Cc3ccccc3)cc2C(=O)N([C@@H](C)CO)C[C@@H]1C	8	1	0.2	-5	0.0	-2	-1.3	2
CCCCOC(=O)c1ccc(NC(=O)C(=O)NCc2cccnc2)cc1	-2	-19	0.0	-4	nt	-8	-0.5	-3
O=C1C2CCCN2C(=O)N1CCN1CCN(CCO)CC1 (configuration not stated)	-6	-3	0.0	3	3.3	11	nt	10
COc1ccccc1C(=O)Nc1ccc2c(c1)C(=O)N(C)C[C@@H](OC)[C@H](C)CN(C(C)=O)[C@H](C)CO2	-2	-10	-0.1	5	0.1	-2	-0.7	-2
CCc1csc(N2[C@H](CO)[C@@H](c3ccc(-c4ccc(F)cc4)cc3)[C@@H]2C#N)n1	2	-83	0.2	-30	-0.4	2	3.4	-10
Cc1noc(C)c1C(=O)OCC(=O)Nc1ccc(S(N)(=O)=O)cc1	6	-4	-0.1	-3	-0.5	16	5.0	-6
Cc1cc2cccc(C)c2nc1SCC(=O)NC1CCCCC1	0	-23	0.0	nt	nt	8	-0.3	-5
COc1cc(/C=C/[N+](=O)[O-])ccc1OC(=O)/C=C/c1ccc(F)cc1	5	-9	0.8	-8	-0.3	nt	-4.4	-8
Cc1cc(C)c2c(N)c(C(=O)N/N=C/c3ccccc3)sc2n1	5	-10	0.5	nt	nt	nt	-0.8	3
COc1cccc(C#Cc2ccc([C@@H]3[C@@H](CO)N4C(=O)CN(C(=O)Cc5cccnc5)C[C@@H]34)cc2)c1	6	-24	0.0	nt	-0.1	-28	4.0	14
CC(C)COCC(CN(Cc1ccccc1)c1ccccc1)N1CCCC1 (configuration not stated)	2	39	0.1	12	-2.4	nt	7.7	3
Clc1cccc(Cc2c(-c3ccccc3)nc3ccc(Cl)cn23)c1	9	-35	-0.1	-7	0.2	22	0.8	-1
CCOc1ccc(S(=O)(=O)NCCC(=O)NCc2ccc(OC)c(OC)c2)cc1	-2	-7	0.2	6	0.0	-2	1.1	11
C[C@@H]1CN([C@H](C)CO)C(=O)c2cc(NC(=O)c3ccncc3)ccc2O[C@@H](C)CCCCO[C@H]1CN(C)C(=O)c1ccccc1	nt	nt	-0.1	nt	0.0	6	2.8	nt
Cc1ccc2cc(C(c3nnnn3C3CCCC3)N3CCOCC3)c(=O)[nH]c2c1C (configuration not stated)	9	-49	nt	-5	nt	13	nt	nt
COc1ccccc1N1CCN(CCCC(=O)c2ccc(F)cc2)CC1	nt	-8	-0.1	-12	0.0	nt	0.4	0
Fc1cccc(CN2C[C@@H]3N[C@H](C2)[C@@H]3c2ccc(-c3cccc(F)c3)cc2)c1	-1	86*	0.0	nt	-0.5	+	-7.2	-30
COc1ccc(NC(=O)N(C)C[C@H]2OCCCC[C@H](C)Oc3ccc(NC(=O)CCCN(C)C)cc3C(=O)N([C@@H](C)CO)C[C@@H]2C)cc1	1	-25	0.0	10	0.1	5	-1.4	0
COc1ccc(S(=O)(=O)Nc2ccc3c(c2)C(=O)N([C@@H](C)CO)C[C@H](C)[C@H](CN(C)Cc2ccncc2)OCCCC[C@H](C)O3)cc1	-2	-13	0.1	4	0.4	4	-2.7	106*
CCOc1ccc2oc(C(=O)N3CCN(c4ccccn4)CC3)c(C)c2c1	5	-34	0.0	0	0.9	-27	1.7	-12
CCc1ccc(/C=C(/C#N)C(N)=S)s1	1	-13	0.0	2	nt	1	0.6	5
